SUMO1 PPI mod – alters human SUMO1 binding to SIM partners. 360,000 tested, 0.33% active. SUMO1 binding to a labelled peptide, TR-FRET, 1 h. inhibition, % at 20 µM. AID 602429. P63165; in the data active = inhibition above about 37%
Target sequence (P63165 whole entry, looked up): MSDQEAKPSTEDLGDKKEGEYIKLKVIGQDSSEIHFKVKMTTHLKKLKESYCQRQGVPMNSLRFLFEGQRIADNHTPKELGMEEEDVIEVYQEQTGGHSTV
SKN-1 inh – inhibitors of C. elegans SKN-1. C. elegans VP596 Pgst-4::GFP/RFP ratio, acrylamide-induced, 24 h. inhibition, % at 21.8 µM. 360,000 tested, 0.49% active;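 active = interference check ratio from 0.5 to 1.5 plus GFP to RFP signal ratio inhibition reaching or exceeding a fixed threshold, cut at about 30% in these data, passing the limit was not always enough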; note: some compounds called inactive have numbers as strong as hits
Neddyl block – inhibitors of human cullin neddylation. calls only at 25 µM. 360,000 tested, 0.58% active. TR-FRET cullin neddylation, biochemical; in the data active = inhibition above about 36%
STEP inh – STEP (human) phosphatase inhibition; P54829; recombinant STEP, OMFP fluorogenic substrate, fluorescence; inhibition, % at 20 µM; 360,000 tested, 0.25% active; AID 588621;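 active = inhibition at 20 µM, scaled per plate between control wells, above about 37%, limit read from the data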;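 note: 0% = DMSO with enzyme and substrate and 100% = substrate only without enzyme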
Target sequence (P54829 whole entry, looked up): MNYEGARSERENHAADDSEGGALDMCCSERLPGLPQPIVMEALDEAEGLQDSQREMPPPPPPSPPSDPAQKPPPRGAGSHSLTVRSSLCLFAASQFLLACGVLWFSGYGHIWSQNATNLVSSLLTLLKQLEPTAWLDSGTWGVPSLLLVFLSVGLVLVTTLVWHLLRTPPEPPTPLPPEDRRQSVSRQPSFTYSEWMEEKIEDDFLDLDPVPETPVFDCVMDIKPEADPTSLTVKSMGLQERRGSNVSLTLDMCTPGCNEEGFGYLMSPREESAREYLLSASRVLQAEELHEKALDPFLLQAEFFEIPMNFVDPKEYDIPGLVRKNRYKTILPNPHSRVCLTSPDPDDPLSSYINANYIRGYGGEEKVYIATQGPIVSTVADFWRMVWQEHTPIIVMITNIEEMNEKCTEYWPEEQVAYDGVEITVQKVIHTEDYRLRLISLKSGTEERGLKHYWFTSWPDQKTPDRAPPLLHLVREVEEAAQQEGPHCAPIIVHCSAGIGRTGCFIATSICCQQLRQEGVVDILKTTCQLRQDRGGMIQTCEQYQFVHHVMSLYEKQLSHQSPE
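Measure: Control-normalized % inhibition with plate pattern correction | Test system: STEP phosphatase, cell-free reaction | Medium: pH 6.0 Bis-Tris with DTT and Tween 20 | Technique: Fluorescence, 480/540 nm | Times: Reaction 20 min, ambient temperature | Doses: Single compound dose of 20 µM, 1% DMSO final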
Scp-1 inhibitor – Scp-1 (human) phosphatase inhibition | inhibition, % at 20 µM | Recombinant Scp1, phosphopeptide, malachite green phosphate absorbance | 340,000 tested, 0.88% active | AID 493091 | Q9GZU7;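 active = inhibition above about 50% at 20 µM, limit read from the data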;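 note: plate controls were DMSO wells with enzyme for no effect and wells lacking enzyme for full effect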
Target sequence (Q9GZU7 76-261 limits assumed): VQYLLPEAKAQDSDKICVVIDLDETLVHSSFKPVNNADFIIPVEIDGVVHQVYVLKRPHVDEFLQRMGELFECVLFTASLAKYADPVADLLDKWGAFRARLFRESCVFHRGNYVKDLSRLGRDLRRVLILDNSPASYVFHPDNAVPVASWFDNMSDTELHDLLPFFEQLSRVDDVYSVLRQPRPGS
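Test system: SCP-1 phosphatase catalytic domain, residues 76-261 | Compound dosing: One concentration, 20 µM, with 1.0% DMSO | Schedule: 45 min room-temperature reaction, 5 min colour, 30 min stabiliser | Detection: Absorbance at 630 nm | Read-out basis: % inhibition of SCP-1 phosphate liberation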
CendR NRP1 mod – alters CendR peptide binding to human NRP-1 | O14786 | FAM-RPARPAR peptide binding to NRP-1, fluorescence polarization | 360,000 tested, 0.85% active | inhibition, % at 25 µM;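 active = inhibition or corrected inhibition above about 18%, plus a signal ratio from 0.5 to 1.5, limit read from the data, passing the limit was not always enough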; note: strong numbers were not always called active
NadD inh – inhibitors of Staphylococcus aureus NadD; purified NadD enzyme, colorimetric absorbance read-out; AID 602399; 360,000 tested, 0.78% active; inhibition, % at 20 µM; in the data active = inhibition above about 26%; note: some compounds past the cut are filed as inactive
DNMT1 block – blocks human DNA methyltransferase DNMT1 | P26358 | DNMT1 molecular beacon, Hinp1I cleavage, fluorescence | inhibition (reported as % activation of signal), % at 10 µM | 360,000 tested, 0.83% active; in the data active = inhibition above about 50%
TbMetRS inhib – Trypanosoma brucei MetRS inhibition; 360,000 tested, 0.4% active; inhibition, % at 11.9 µM; purified T. brucei MetRS, ATP depletion, Kinase-Glo luminescence;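 active = inhibition above a per-plate cutoff of the control wells' mean inhibition plus 3 SD, cut at about 5.5% in these data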;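 note: 0% = DMSO wells median and 100% = median of wells with control inhibitor compound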
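Test system: purified T. brucei MetRS enzyme. Also added: ATP, methionine and E. coli bulk tRNA substrates. Compound: 11.9 µM single point. Schedule: 15 min enzyme-compound preincubation, 2 h reaction, 10 min detection, 25 °C. Signal: luciferase luminescence of residual ATP, Kinase-Glo. Evaluation: percent inhibition versus plate control medians. Controls: DMSO wells, low control.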
LMPTP inh – blocks human LMPTP phosphatase; 360,000 tested, 0.22% active; recombinant LMPTP-A, OMFP fluorogenic substrate, fluorescence intensity; AID 651560; inhibition, % at 20 µM; P24666;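 active = compounds that cut the enzyme signal by at least half of the control window in the single-dose screen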;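 note: plate controls were DMSO wells with enzyme plus substrate for no effect and substrate without enzyme for full effect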
Target sequence (P24666 whole entry, looked up): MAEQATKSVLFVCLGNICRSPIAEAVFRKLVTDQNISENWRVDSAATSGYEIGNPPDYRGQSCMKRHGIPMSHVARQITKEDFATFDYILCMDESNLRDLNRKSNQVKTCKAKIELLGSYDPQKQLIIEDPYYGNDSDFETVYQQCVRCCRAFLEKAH
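Test system: LMPTP-A, protein tyrosine phosphatase of low molecular weight; Input: 0.625 nM enzyme; Incubation: 50 min dark incubation at room temperature; Signal: endpoint fluorescence intensity from OMFP dephosphorylation; Read-out basis: % inhibition versus control wells.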
* marks the source's active call; other numbers are inactive results; i = inactive; x = no result given; & = joins results of further samples.

Order of results: SUMO1 PPI mod | SKN-1 inh | Neddyl block | STEP inh | Scp-1 inhibitor | CendR NRP1 mod | NadD inh | DNMT1 block | TbMetRS inhib | LMPTP inh
- Cc1ccc2nc3c(nc2c1)-c1ccccc1C3=O
 : -11 | 6 | i | -6 | -8 | -9 | -2 | 14 | 0.0 | -1.1
- CC(=O)NC(NC(=S)Nc1ccc(N=Nc2ccccc2C)cc1C)C(Cl)(Cl)Cl (stereo not drawn)
 : -4 | 10 | i | 3 | 1 | -2 | 13 | 13 | -1.0 | 1.0
- O=C(COC(=O)Cc1ccccc1F)NCc1ccccc1Cl
 : -2 | 3 | i | 2 | x | 9 | -1 | -2 | -0.2 | -1.1
- Cc1cc(NC(=O)c2noc3c2CCCC3)n(-c2ccccc2)n1
 : 3 | 7 | i | -1 | -4 | 7 | -3 | 0 | -1.8 | 0.6
- CC(C)[C@H](NS(=O)(=O)c1cccc(Cl)c1)C(=O)OCC(=O)N1CCN(c2ccccc2)CC1
 : 3 | -3 | i | 0 | 7 | -3 | 5 | -11 | -0.2 | 0.8
- COc1cccc(CNC(=O)CCC2CCCN(c3cc(C)nc(N)n3)C2)c1 (stereo not drawn)
 : 2 | -13 | i | 2 | -5 | 7 | -4 | -1 | -1.1 | -1.5
- COc1cc2c(cc1OC)CN(C(=O)CSc1n[nH]c(N)n1)CC2
 : -2 | 13 | i | 2 | 1 | 7 | -4 | -4 | -0.7 | 0.8
- CCOC(=O)C1(CCOc2ccccc2)CCN(Cc2cnc(C)s2)CC1
 : 5 | -6 | i | 1 | 1 | -4 | -1 | 1 | -0.1 | 0.1
- Cn1nc(C(=O)NCCN2CCOCC2)c2ccccc2c1=O
 : -3 | -3 | i | -3 | -3 | -25 | 0 | 0 | 0.1 | -0.7
- O=c1nc2n(c3sc4c(c13)CCCC4)C(CBr)CS2 (stereo not drawn)
 : 2 | -20 | i | -1 | -2 | -11 | 11 | 1 | -1.0 | 0.2
- COc1ccc(OC)c(C(=O)CSc2nnc(Cc3cccs3)n2CCc2ccccc2)c1
 : -5 | -11 | i | -1 | 9 | -6 | 1 | -4 | -1.1 | 4.6
- C[C@H](CO)N1C[C@H](C)[C@@H](CN(C)Cc2ccncc2)OCc2cnnn2CCCC1=O
 : 0 | 10 | i | 0 | x | -5 | 2 | -5 | -1.6 | -4.4
- Cc1ccc(-c2cc(C(=O)NN=C3CCCC3)c3ccccc3n2)cc1
 : -11 | 28 | i | 0 | -4 | 6 | 1 | 38 | -0.4 | 2.5
- C[C@]12CC[C@@H]3c4ccc(O)cc4CC[C@H]3[C@@H]1CCC2=O
 : 2 | 6 | i | 0 | -12 | -20 | -7 | -1 | -1.4 | -0.4
- COc1ccc(N2C(=O)C(CC(=O)O)S/C2=N\N=C\c2cccs2)cc1 (stereo not drawn)
 : -13 | -10 | i | 0 | -16 | 4 | -5 | 2 | -1.2 | -1.9
- CCOc1ccccc1N=Cc1c(O)c2ccccc2oc1=O
 : -33 | -7 | i | -1 | -4 | -5 | -4 | -3 | -0.3 | -3.8
- CCOC(=O)Cn1ncc(-c2ccccc2)c1N
 : 1 | 12 | i | 1 | -2 | -1 | 0 | 3 | -0.5 | 0.0
- Cc1ccc(NC(=O)COC(=O)CNC(=O)c2cccc([N+](=O)[O-])c2)cc1S(=O)(=O)N1CCCCCC1
 : -15 | -1 | i | -4 | -6 | 7 | 1 | 3 | -0.8 | 1.4
- COc1ccc(NC(=O)CSc2nnc(Cc3cccn3C)n2-c2ccc(F)cc2)cc1
 : -1 | -2 | i | 1 | -8 | -3 | 3 | -1 | 0.3 | 1.2
- Cc1cccc(OCC(=O)NCCNC(=O)c2ccccn2)c1
 : 3 | -4 | i | -1 | -3 | 4 | -1 | 0 | -0.6 | 0.4

Three of the compounds above, with bars between the fields.
canonical_smiles | SUMO1 PPI mod | SKN-1 inh | Neddyl block | STEP inh | Scp-1 inhibitor | CendR NRP1 mod | NadD inh | DNMT1 block | TbMetRS inhib | LMPTP inh
C[C@H](CO)N1C[C@H](C)[C@@H](CN(C)Cc2ccncc2)OCc2cnnn2CCCC1=O | 0 | 10 | i | 0 | x | -5 | 2 | -5 | -1.6 | -4.4
Cc1ccc(-c2cc(C(=O)NN=C3CCCC3)c3ccccc3n2)cc1 | -11 | 28 | i | 0 | -4 | 6 | 1 | 38 | -0.4 | 2.5
COc1ccc(NC(=O)CSc2nnc(Cc3cccn3C)n2-c2ccc(F)cc2)cc1 | -1 | -2 | i | 1 | -8 | -3 | 3 | -1 | 0.3 | 1.2

The list goes on:
Order of results: SUMO1 PPI mod | SKN-1 inh | Neddyl block | STEP inh | Scp-1 inhibitor | CendR NRP1 mod | NadD inh | DNMT1 block | TbMetRS inhib | LMPTP inh
- Cc1ccc(S(=O)(=O)N2CCc3c2cc([N+](=O)[O-])cc3[N+](=O)[O-])cc1
 : -29 | -4 | i | 1 | -10 | -2 | 0 | -4 | 0.3 | 0.3
- COc1ccc(NC(=O)CN(c2cc(C)cc(C)c2)S(=O)(=O)c2c(C)noc2C)cc1OC
 : 4 | -11 | i | 1 | -12 | 3 | -5 | 7 | -0.3 | 1.4
- c1nc2nc3c(c(N4CCOCC4)n2n1)CCCC3
 : -1 | 22 | i | 3 | -5 | -9 | 1 | 1 | 0.5 | -1.7
- COc1ccc(-c2n[nH]c(=S)nc2-c2ccc(OC)cc2)cc1
 : -21 | 5 | i | -2 | -16 | -4 | -3 | 0 | 0.2 | -0.5
- Cc1ccccc1CC(=O)N1CCCC(CNC(=O)c2ccc(F)cc2)C1 (stereo not drawn)
 : 5 | 8 | i | 0 | -1 | -2 | 2 | -1 | 0.0 | -2.6
- C=CCOC(=O)C1=C(C)NC(SC)=C(C#N)C1c1cccs1 (stereo not drawn)
 : -4 | 16 | i | 0 | -12 | 5 | -12 | -5 | -0.9 | -0.1
- COc1ccc2cc(CCOC3CCCCO3)ncc2c1 (stereo not drawn)
 : -11 | 8 | i | -2 | 1 | -10 | -1 | 3 | -0.6 | -0.2
- Cc1ccc(S(=O)(=O)Nc2cc(Cl)ccc2-n2cncn2)cc1
 : 5 | 4 | i | -5 | -2 | -10 | 4 | 0 | 0.0 | -2.2
- O=C1c2ccccc2C(c2nnnn2Cc2ccccc2)N1Cc1cccs1 (stereo not drawn)
 : 0&2 | 5&11 | i | x | x | 2&10 | -9&0 | x | -1.3&-0.6 | 0.9&-1.4
- CCOC(=O)c1ccc(NC(=O)NC2CC3CCC(C2)N3Cc2nnnn2C(C)(C)C)cc1 (stereo not drawn)
 : -4 | -36 | i | -1 | -6 | 11 | 1 | 13 | -0.4 | 2.4
- Cn1c(=O)c([N+](=O)[O-])c(NCC2CCCO2)c2ccccc21 (stereo not drawn)
 : -24 | 9 | i | 2 | -5 | -4 | -2 | 3 | -0.5 | -0.1
- NNC(=O)c1csc(-c2ccccc2)n1
 : -2 | -18 | i | 2 | -9 | 0 | -4 | -1 | -1.4 | 0.6
- O=C(CNC(=O)c1cccnc1)N/N=C/c1cccnc1
 : -6 | 16 | i | 0 | -12 | 4 | -7 | 0 | 0.2 | -1.0
- CS(=O)(=O)c1ccccc1C(=O)Nc1ccc(S(=O)(=O)N2CCCC2)cc1
 : -1 | 12 | i | -3 | -10 | 7 | -1 | -2 | -0.1 | 0.2
- Cc1ccc(C)c(N2CCN(CC3CC=CCC3)CC2)c1 (stereo not drawn)
 : 3 | 9 | i | -1 | -5 | 2 | -4 | -2 | -0.1 | -1.3
- O=C(Nc1ccccc1Cl)N1CCN(c2ncccn2)CC1
 : 2 | 2 | i | 2 | -6 | -2 | 8 | 0 | -0.1 | -0.5
- CCCCCCCNC(=O)c1cc(-c2ccncc2)nc2ccccc12
 : -16 | 6 | i | 2 | -2 | -11 | -5 | 0 | 0.2 | 1.4
- CNC(CC(=O)c1ccc([N+](=O)[O-])cc1)C(Cl)(Cl)Cl (stereo not drawn)
 : -15 | -9 | i | 3 | -4 | -1 | 7 | -6 | 0.2 | -2.2
- COc1ccccc1NC(=O)c1cccc(S(=O)(=O)N2CCN(Cc3ccccc3)CC2)c1
 : -17 | 14 | i | 2 | -3 | -2 | -8 | -2 | -0.4 | -9.2
- Cc1ccc(/C([O-])=C(/C(=S)NCc2ccc3c(c2)OCO3)[n+]2ccc(N(C)C)cc2)c(C)c1
 : -3 | 12 | i | 1 | 6 | -7 | 11 | 2 | -0.8 | 0.8
- COc1ccc2c(c1)C(c1ccc(N3CCOCC3)cc1)=NNC(c1cccnc1)=N2
 : -8 | 7 | i | -1 | -4 | 18 | -5 | -5 | -0.1 | 0.6
- C=C(C)c1cccc(C(C)(C)NC(=O)NC2CCCC2)c1
 : 4 | -2 | i | -1 | -10 | -7 | 0 | 1 | 0.1 | -1.1
- O=C(Nc1cn(-c2ccccc2)nc1-c1ccc(Cl)cc1)c1ccccc1
 : 3 | 5 | i | 0 | -13 | -12 | -1 | -7 | 1.1 | 3.4
- CCN(CC)CCCNC(=O)C1c2ccccc2C(=O)N(CCOC)C1c1ccc(F)cc1 (stereo not drawn)
 : 3 | -6 | i | 4 | -9 | 1 | -3 | 2 | -0.7 | -1.5
- CCCCNC(=O)COC(=O)CCC(=O)c1ccc(Cl)cc1
 : 1 | -12 | i | -2 | -7 | 23 | -2 | 4 | -1.0 | 0.0
- CC(Oc1ccc(Cl)cc1Cl)c1ccn[nH]1 (stereo not drawn)
 : 5 | 14 | i | 2 | -3 | 3 | -4 | -4 | 1.1 | 1.7
- C[n+]1ccc(C(=O)NCCC[N+](C)(C)C)cc1/C=N/O
 : -14 | 5 | i | 1 | -8 | -5 | 6 | -2 | 0.1 | -4.5
- COc1ccccc1N=Nc1ccc(O)c2ncccc12
 : -16 | 4 | i | 8 | -14 | 14 | 31* | 2 | -0.9 | 7.3
- CCCCn1c(N)c(N(CCOC)C(=O)c2cc(S(=O)(=O)N3CCOCC3)ccc2F)c(=O)[nH]c1=O
 : -4 | 1 | i | 0 | -2 | 11 | 3 | -2 | 0.2 | -1.1
- CCOc1cc(N2CCOCC2)c(OCC)cc1NC(=O)COC(=O)/C=C/c1ccc(OC(F)F)cc1
 : 4 | -5 | i | 2 | -1 | 4 | 2 | -4 | -0.3 | 2.3
- Cc1nc(C)c(-c2ccc(SCC(=O)Nc3cccc(Cl)c3C)nn2)s1
 : -8 | 9 | i | 2 | -2 | -8 | 1 | -3 | -0.4 | 2.2
- S=C(NCC1CCCO1)NC1CCCC1 (stereo not drawn)
 : 3 | -2 | i | -1 | 6 | 7 | -2 | 3 | -1.5 | -0.6
- COc1ccc(CCCC(=O)NC(C)c2ccccc2)cc1 (stereo not drawn)
 : -4 | 3 | i | -1 | -5 | 2 | -3 | 3 | -1.1 | -0.9
- CCN(CC)CCCCOc1ccccc1OC
 : 1 | 8 | i | 0 | 3 | -1 | -1 | -1 | -0.5 | -0.6

High-throughput results deposited in PubChem BioAssay by several laboratories.
